High-throughput results from PubChem.
SR-BI DiI-HDL act: enhances SR-BI lipid uptake from DiI-HDL | CHO ldlA[mSR-BI] cells, DiI-HDL uptake fluorescence, 3 h; 100 = double the neutral-control signal | activation, % at 12.5 µM | 320,000 compounds, 0.096% hits | AID 504775;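 active means mean replicate activation of at least 60% and every replicate at or above 60%; inconclusive means mean or all-replicate condition met, but not both; inactive means mean below 60% and not all replicates reaching 60%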;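 further: 0% = median plate neutral-control signal and 100% = twice that signal; values of inactives mirror those of a sister screen read the other way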
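Assay system: CHO ldlA[mSR-BI] cells, LDL receptor-null, SR-BI overexpressing; medium: Ham's F12 with 0.5% BSA, HEPES 25 mM, pH 7.4; also added: DiI-HDL 10 µg/mL; timing: 3 h uptake period with compound, 37 °C; signal: DiI fluorescence, bottom read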
Wnt act: activates Wnt/beta-catenin signaling in a reporter cell assay | activator, plate reader | activation, % at 9.35 µM | 300,000 compounds, 1.2% hits | AID 743398; in the data active means activation above about 30%, passing the limit was not always enough; inconclusive means no clear call, values can overlap the other calls;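 further: 0% = neutral control wells and 100% = positive control wells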
E coli growth: counter-screen for AddAB inhibitors: E. coli growth inhibition | E. coli V3065 growth, OD600 absorbance, 18 h | inhibition, % at 11.9 µM | 330,000 compounds, 0.27% hits;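 active means inhibition above the campaign's mean inhibition across all tested compounds plus 3 SD, cut at about 9.9% in these data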;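 further: uninfected addAB+ strain grown without phage in ampicillin broth; 0% = DMSO wells and 100% = ciprofloxacin 0.95 µg/ml wells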
AddAB inh: less growth of phage-infected E. coli with AddAB; inhibition, % at 11.9 µM; E. coli expressing H. pylori AddAB, absorbance growth; 330,000 compounds, 0.29% hits; in the data active means inhibition above about 12%;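 further: 0% = vehicle wells of infected cells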
CAL PDZ FP-1: blocks peptide binding to human CAL PDZ domain; Q9HD26; purified CAL PDZ, TMR-peptide fluorescence polarization, 1 h; inhibition, % at 20 µM; 330,000 compounds, 0.02% hits; AID 504414;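 active means highest replicate inhibition of at least 40%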;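 further: plate controls were DMSO neutral control wells for no effect and unlabeled competitor peptide control wells for full effect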
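Material – purified CerCALP PDZ construct · Detection – FP readout, S and P plane fluorescence · Measure – percent inhibition from loss of millipolarization · Controls – unlabelled peptide for full inhibition, DMSO wells as neutral · Probe or stimulus – TMR-labelled reporter peptide T*-PRC34 bound in PDZ groove · Times – 1 h at RT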
Tat transport: blocks Tat-dependent protein export in E. coli; inhibition, % at 10 µM; 340,000 compounds, 0.036% hits; E. coli MC4100 TorA-mCherry Tat export, fluorescence;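 active means mean replicate inhibition at least 50% and at least half of replicates individually reaching 50%; inconclusive means only one of the two criteria met; inactive means neither criterion met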;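 further: exported cargo escapes ClpAP degradation while cytoplasmic cargo is degraded and loses fluorescence; 0% = median of neutral control wells and 100% = median of NaSCN control wells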
MITF act: activators of MITF-driven TRPM1 promoter activity in SK-MEL-5 cells. 300,000 compounds, 0.75% hits. AID 588334. SK-MEL-5 TRPM1-promoter luciferase, 24 h; % of positive control, neutral wells = 0. activation, % at 12.5 µM;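 active means mean activation of at least 80% with every replicate also reaching 80%; inconclusive means mean reaches 80% but some replicate falls short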;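 further: 0% = neutral control wells and 100% = parthenolide positive control wells; values of inactives mirror those of a sister screen read the other way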
SR-BI DiI inh: mouse SR-BI HDL lipid transfer inhibition; inhibition, % at 12.5 µM; ldlA[mSR-BI] CHO cells, DiI-HDL uptake fluorescence, 3 h; Q61009; 320,000 compounds, 0.96% hits;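 active means mean replicate inhibition of at least 70% and a set share of replicates each scoring 70 or more; inconclusive means meets just one of the two criteria; inactive means fails both criteria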;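 further: 0% = median of neutral control wells and 100% = median of positive control wells; values of inactives mirror those of a sister screen read the other way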
Target sequence (Q61009 whole entry, looked up): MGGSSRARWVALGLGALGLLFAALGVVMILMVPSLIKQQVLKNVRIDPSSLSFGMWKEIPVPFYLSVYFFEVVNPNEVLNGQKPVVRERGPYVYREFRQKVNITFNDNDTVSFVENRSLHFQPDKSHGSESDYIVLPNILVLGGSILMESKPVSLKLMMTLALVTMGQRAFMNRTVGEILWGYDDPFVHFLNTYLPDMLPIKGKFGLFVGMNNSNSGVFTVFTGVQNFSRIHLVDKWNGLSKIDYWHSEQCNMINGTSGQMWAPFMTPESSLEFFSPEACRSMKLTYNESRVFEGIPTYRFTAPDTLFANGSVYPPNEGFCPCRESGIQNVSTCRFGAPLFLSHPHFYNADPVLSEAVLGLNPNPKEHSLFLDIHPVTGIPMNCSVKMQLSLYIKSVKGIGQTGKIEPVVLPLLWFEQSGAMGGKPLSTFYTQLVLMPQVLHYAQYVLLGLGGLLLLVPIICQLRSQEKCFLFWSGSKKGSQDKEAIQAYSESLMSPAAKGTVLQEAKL
CAL PDZ FP-2: CAL PDZ (human) peptide binding inhibition; Q9HD26; purified CAL PDZ, TMR-peptide fluorescence polarization, 1 h; inhibition, % at 24.9 µM; 300,000 compounds, 0.92% hits; AID 602252;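 active means mean inhibition of at least 30% with at least half of replicates also reaching 30%; inconclusive means no clear call, values can overlap the other calls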;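 further: 0% = DMSO neutral control and 100% = excess unlabeled competitor peptide PRC23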
phage Ecoli inh: E. coli growth loss with phage present; growth absorbance; inhibition, % at 11.9 µM; 360,000 compounds, 0.26% hits; AID 651602; in the data active means inhibition above about 11%
Starred values were filed as active, the others as inactive; ? = inconclusive; nt = no result given. Compounds as they come; 3.6% or so of the library scored in one or more.

compound	E coli growth	SR-BI DiI inh	SR-BI DiI-HDL act	CAL PDZ FP-2	MITF act	phage Ecoli inh	Wnt act	CAL PDZ FP-1	Tat transport	AddAB inh
Cc1ccccc1-c1noc(C2CCCCC2)n1	-0.5	8	-8	-2	51	2.2	0	-2.6	-5	-1.6
CCOC(=O)N1CCN(C(=O)CCCCn2c(=S)[nH]c3ccsc3c2=O)CC1	0.5	-6	6	-1	-4	0.6	-1	-2.2	11	0.1
COc1ccc(C)cc1NC(=O)CCCN1C(=O)C2CC=CCC2C1=O (centres undefined)	-3.6	0	0	nt	-9	-0.2	-1	0.1	6	0.4
N#CC1(NC(=O)Cn2cc(C(F)(F)F)cc(Cl)c2=O)CCCCC1	2.1	-14	14	-3	-9	2.0	1	-1.7	4	-3.0
CCCn1c(=O)c2ccccc2n2c(SCC(=O)c3cc(C)n(CCOC)c3C)nnc12	nt	-12	12	-2	0	-0.5	1	-1.5	-3	nt
CC(C)n1ncc(C(N)=O)c1N	-4.2	-4	4	1	-2	1.9	12	-0.1	5	-1.3
N/C(=N\S(=O)(=O)c1cccs1)c1ccccc1Cl	1.8	9	nt	4	-7	0.4	-1	-1.9	1	3.1
N#Cc1c(N)nc2c(c1-c1cccs1)CCCC2	-1.1	-20	20	3	-12	1.0	-4	-1.2	-3	-0.8
CC(C)(C)c1ccc(CSc2nc(N)cc(=O)[nH]2)cc1	-0.7	-35	35	0	3	nt	nt	-0.9	5	2.0
CN(C)c1nc2c(c(=O)n(C)c(=O)n2C)n1CC(=O)c1cccs1	0.8	nt	nt	-3	-2	3.7	-1	-2.1	2	5.0
OCCn1c(CSc2nnc(-c3ccco3)n2-c2ccccc2)nc2ccc(Cl)cc21	0.6	5	-5	6	-6	0.8	-4	0.6	-4	0.6
CC1CCc2nc(NC(=O)c3ccc(S(=O)(=O)N4CCCc5ccccc54)cc3)sc2C1 (centres undefined)	0.4	27	-27	-2	-17	-0.3	nt	-1.8	7	0.9
CCOC(=O)c1cc2c(ccn2C)n1Cc1cc(C)ccc1C	-0.8	10	-10	0	5	4.6	-1	-0.6	8	2.4
Cn1ccnc1SCC(=O)NC1CC1	-3.6	-14	14	0	-1	2.9	nt	1.1	4	1.6
Cc1cccc(N2CCN(S(=O)(=O)c3ccc(-c4cc(C)no4)s3)CC2C)c1 (centres undefined)	1.1	-11	11	5	-4	1.3	-1	-0.2	-3	0.9
Oc1ccc(-n2cnnn2)cc1	-0.2	1	-1	-1	nt	-0.9	-10	-1.3	-8	-0.2
O=C(Nc1ccc(Oc2ccc(S(=O)(=O)N3CCOCC3)cn2)cc1)c1ccco1	-1.8	24	-24	-2	11	1.6	-3	-0.5	-4	4.3
CC(=O)NCCC1CCN(C(=O)c2cc(COc3ccc(C)nc3)on2)CC1	-0.6	76*	-76	-4	-3	3.9	-1	-0.5	-4	-0.5
c1ccc(OCc2nc(-c3ccncc3)no2)cc1	0.5	3	-3	-6	44	1.2	3	-1.1	2	-0.2
CCOC(=O)c1nc(-c2ccccc2)sc1C(C)=O	-1.9	-27	27	7	9	1.5	21	0.4	2	3.3
Cc1ccc(C(=O)Nc2ccc(NC(=O)c3ccc(C)o3)cc2)o1	1.8	nt	nt	nt	6	2.4	-1	-0.8	-1	3.2
Cc1ccc(S(=O)(=O)N(C)c2ccccc2C(=O)N2CCOCC2)cc1	-1.0	-10	10	-4	-2	1.5	4	-0.9	0	-0.1
COc1cc(OC)cc(C(=O)N[C@H](C(=O)NC23CC4CC(CC(C4)C2)C3)C(C)C)c1	1.3	-7	7	-4	-3	0.5	nt	-0.9	2	1.0
CCN(CC(=O)NC1CCS(=O)(=O)C1)C(=O)C(c1ccccc1)c1ccccc1 (centres undefined)	0.5	-28	28	-5	nt	1.2	-4	-2.8	2	1.4
COc1cc(C(=O)Nc2cccc(C)c2C)ccc1OCC(=O)N1CCOCC1	1.6	2	-2	0	nt	0.4	1	0.1	-10	1.3
O=C(NCc1ccco1)c1cc2ccccc2c(=O)o1	0.0	-8	8	-5	11	3.3	nt	-1.3	0	0.5
CCCCN(CCCC)CCNC(=O)c1cn(CC)c2ccc(S(=O)(=O)N3CCc4ccccc4C3)cc2c1=O	-1.6	-1	1	0	-39	-0.5	1	-2.1	9	1.7
COc1ccc(OCC(=O)Nc2ccc(N3CCOCC3)cc2)c([N+](=O)[O-])c1	2.3	7	-7	0	1	1.4	2	-3.0	1	0.5
Nc1cc2c(cc1[N+](=O)[O-])OCO2	-1.8	5	-5	15	8	4.8	nt	-2.0	17	-2.5
COCC(C)n1c(C)cc(C(=O)COc2ccc(C)nc2[N+](=O)[O-])c1C (centres undefined)	0.5	4	-4	-5	6	-1.1	1	19	-13	-1.9
CCC(C)(C)C1CCC2(CC1)NC(=O)N(CC(=O)NCCOc1ccccc1)C2=O (centres undefined)	-0.5	-12	12	-1	1	0.1	-3	-1.3	6	-1.6
CCn1c(CSc2nnc(-c3ccoc3C)n2C)nc2cc(S(=O)(=O)N(C)C)ccc21	3.0	-30	30	-12	-11	-0.1	-8	-0.8	1	3.5
CCOC(CNC(=O)CN1C(=O)COc2ccc(S(=O)(=O)N3CCCC3)cc21)OCC	1.7	-4	4	nt	1	1.6	0	-0.7	-4	1.6
CCn1cc(C(=O)O)c(=O)c2cnc(N3CCN(C(=S)NC(=O)c4ccc(OC)cc4)CC3)nc21	5.7	-2	2	-4	13	0.6	0	-0.3	1	7.0
O=C(CSc1nnc(CNc2ccc(F)cc2)o1)c1ccccc1	0.7	-1	1	-1	3	6.1	0	-2.0	20	-0.2
O=C(/C=C/c1ccccc1Cl)NCCc1ccccc1	3.3	5	-5	-1	87*	nt	-2	-3.3	2	4.0
CCOC(=O)C(=O)/C(C#N)=C/Nc1ccc(Cl)cc1	0.0	nt	nt	7	-8	2.1	2	-1.3	-1	4.4
CCCc1cc(=O)[nH]c(SCc2cc(=O)oc3cc(C)c(C(C)C)cc23)n1	-1.8	-9	9	1	3	1.4	-3	-1.3	-2	0.8
CCOC(=O)c1c(NC(=O)c2ccc(Cl)cc2)csc1C	-1.0	10	-10	-1	-9	3.0	nt	-1.1	1	0.3
C=C(C)COc1ccc(-c2nc(N)nc(C(F)(F)F)c2-c2ccc(OC)cc2)c(O)c1	-1.4	8	-8	-4	-5	-0.6	-2	-0.8	8	-2.5
COc1ccccc1NC(=O)C1CCC(CNc2c(N3CCCCC3)c(=O)c2=O)CC1 (centres undefined)	-0.6	-4	4	0	-9	3.2	-2	1.7	-1	-2.0
c1ccc([C@H]2CN3C(=N2)Sc2ccccc23)cc1	4.5	-47	47	0	48	-0.6	?	-0.4	6	1.5
Cc1ccc(S(=O)(=O)N(C)c2ccc(OCC(=O)N3CCCC(C(F)(F)F)C3)cc2)cc1 (centres undefined)	1.0	9	-9	-4	-8	2.6	-6	-0.9	3	1.5
Cc1ccc(S(=O)Cc2ccc(C(=O)N3CCN(C(=O)c4ccco4)CC3)o2)cc1 (centres undefined)	1.6	-18	18	nt	5	2.7	1	-0.4	-9	2.1
Cc1ccc(COc2ccc(/C=N/NC(=O)CN3CCCCC3)cc2)cc1	-0.4	8	-8	-1	26	2.2	7	1.9	2	-0.5
CCc1noc(C)c1C(=O)Nc1sc(C(=O)N(C)C)c(C)c1C#N	1.6	-27	27	-5	15	3.6	3	-0.8	-7	1.2
Oc1ccccc1/C=N/n1c(-c2cccs2)n[nH]c1=S	0.0	5	-5	0	nt	nt	nt	-2.9	1	0.5
CCOc1ccc(CCNC(=O)C2CCCN(S(C)(=O)=O)C2)cc1OCC (centres undefined)	-1.4	9	-9	8	-7	0.2	-1	-0.8	-2	-2.7
COc1ccc(N2C(=O)CN=C2Nc2cccc(C)c2C)cc1OC	0.9	-3	3	-3	-4	2.2	1	-0.6	-6	1.3
Cc1nnc(NC(=O)CSc2nnnn2Cc2ccccc2)s1	-1.6	-15	15	-4	nt	1.4	-2	-1.0	2	3.9
C/C=C/Cn1c(SCc2ccc(C)cc2)nc2c1c(=O)[nH]c(=O)n2C	-1.4	5	-5	-4	22	2.3	-2	0.4	-2	-0.8
COc1ccc2c(c1)C1NC(=S)NC(C)(O2)C1C(=O)Nc1ccc(Cl)cc1 (centres undefined)	-1.5	80*	-80	0	-7	2.2	-3	-1.5	3	0.5
O=C(CNC(=O)c1ccccc1)OC(C(=O)c1ccccc1)c1ccccc1 (centres undefined)	-2.5	-9	9	-8	-1	3.6	nt	-0.5	2	4.8
Cc1cc(NC(=O)CSc2nc(-c3ccccc3)c(C#N)c(=O)[nH]2)no1	-2.4	-22	22	nt	-2	2.2	nt	-1.5	13	-0.8
COc1cc(/C=N/NC(=O)CCc2c(C)n[nH]c2C)cc(OC)c1OC	-0.8	2	-2	-6	nt	1.3	-3	-1.3	2	1.6
O=C1C=C(c2ccc(OC(F)(F)F)cc2)C[C@@H](c2ccc(Cl)cc2)C1	2.8	10	-10	-1	nt	4.8	0	-0.7	3	5.9
O=C(Nc1ccc(Cl)c(C(F)(F)F)c1)c1ccncc1	1.9	-5	5	0	6	3.0	-3	-1.5	3	2.0
O=C(Nc1ccn(CCCNCc2ccccc2)c(=O)n1)OCc1ccccc1	nt	-39	39	-26	0	2.4	-3	-0.4	6	nt
O=S(=O)(Nc1ccncc1Cl)c1cccc(Cl)c1Cl	-1.3	nt	nt	nt	-2	0.9	0	-1.3	3	1.1
CC(NC(=O)CN1CCc2ccccc21)c1ccccc1 (centres undefined)	-0.3	-10	10	6	12	1.7	-1	0.7	-6	1.4
O=C(N/N=C/C1CC2CCC1C2)c1ccc2c(c1)OCO2 (centres undefined)	4.2	-7	7	0	-5	0.8	12	0.0	5	2.1
C(=N\c1c(-c2ccccc2)nc2n1CCS2)/c1ccccc1	-2.3	34	-34	-4	1	3.8	0	0.4	-2	-0.2
CCN(CC)c1ccc(/C=N/N2CCN(Cc3ccc(Cl)cc3)CC2)c(O)c1	-1.6	18	-18	-2	17	2.9	-3	-0.3	1	-1.6
